iPSC survival up = increases survival of single human iPS cells | 0.044% of 360,000 active | AID 602274 | survival enhancement, % at 20 µM | hiPSC single-cell survival, ATPlite luminescence; 100% = ROCK inhibitor wells, 0% = DMSO; in the data active means survival enhancement above about 18%;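 further: cells exposed to compounds for 16 hours before the ATP read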
aDG glyco up = alpha-DG glycosylation activation; Pro5-aDG cells, alpha-DG glycosylation AlphaScreen (IIH6); 0% Pro5, 100% B10-LARGE cell signal; activation, % at 10 µM; 0.22% of 360,000 active; AID 624168;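 active means activation of at least 8% versus controls, or a plate z-score of at least 8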;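 further: Pro5 are CHO cells carrying HIG-tagged alpha-DG that lacks glycosylation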
TWEAK-Fn14 inh = blocks TWEAK-Fn14 interaction in a reporter cell assay | 2% of 360,000 active | AID 1159606 | inhibition, % at 10 µM | TWEAK-stimulated Fn14 reporter cells, luciferase luminescence, 8 h; in the data active means inhibition above about 50%
Shn3 3UTR inh = Schnurri-3 reporter inhibition in Clone20 osteoblasts | Clone20 osteoblast Shn3 3'UTR firefly luciferase, 24 h | inhibition, % at 12.5 µM | 0.52% of 360,000 active | AID 588674;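 active means mean inhibition of at least 75% with every replicate also reaching 75%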;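 further: 0% = median of neutral control wells and 100% = pilot-screen positive control compound; some compounds past the cut are filed as inactive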
NR2E3 ag-1 = agonists of human nuclear receptor NR2E3 | inhibition of corepressor binding, % at 4.78 µM | GST-NR2E3/biotin-RetCOR TR-FRET, 1536-well | 0.12% of 320,000 active | AID 2300;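 active means percent inhibition above the cutoff of mean plus 3 SD of all tested compounds, set per screening campaign, cut at about 20% in these data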;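 further: 0% = DMSO wells and 100% = biotin wells as full block of FRET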
Target sequence (Q9Y5X4 whole entry, looked up): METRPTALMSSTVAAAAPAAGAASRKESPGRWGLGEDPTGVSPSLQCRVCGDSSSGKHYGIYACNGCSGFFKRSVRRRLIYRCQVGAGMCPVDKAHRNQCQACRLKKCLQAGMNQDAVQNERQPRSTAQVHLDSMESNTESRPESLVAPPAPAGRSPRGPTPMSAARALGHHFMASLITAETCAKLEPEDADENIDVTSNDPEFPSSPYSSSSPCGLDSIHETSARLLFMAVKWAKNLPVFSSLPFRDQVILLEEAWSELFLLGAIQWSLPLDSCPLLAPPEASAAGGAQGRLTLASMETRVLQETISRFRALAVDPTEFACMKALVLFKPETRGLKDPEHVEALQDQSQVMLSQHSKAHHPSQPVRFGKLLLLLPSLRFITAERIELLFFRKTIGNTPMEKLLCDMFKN
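System: GST-NR2E3 and biotin-RetCOR proteins; probe or stimulus: 7 nM biotin-RetCOR; doses: compound at 4.8 µM, single dose; schedule: Compound–protein incubation for 5 h at 4 °C; detection: time-resolved FRET; read-out: percent inhibition; controls: biotin wells as high control, 0.6% DMSO wells as low control; format: 1536-well plates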
KKLEB tox = CF airway cell cytotoxicity counter-screen | activity change (cytotoxicity), % at 5 µM | KKLEB CF airway cells viability, ATPlite luminescence, overnight; hits give low values; cells stimulated with P. aeruginosa culture filtrate | 0.36% of 360,000 active;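 active means corrected activity change at or below -50% at 5 µM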
NR2E3 ag-2 = human photoreceptor-specific nuclear receptor agonism; 0.35% of 360,000 active; inhibition of corepressor binding, % at 3.98 µM; AID 602229; CHO-S Gal4-NCOR/VP16-NR2E3 two-hybrid, luciferase;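 active means inhibition above the mean of all tested compounds plus 3 SD, cut at about 70% in these data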;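 further: 0% = DMSO with NR2E3 transfected cells and 100% = cells lacking NR2E3 construct; higher means lower luciferase signal from less NR2E3 corepressor binding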
Peg3 prom inh = Peg3 promoter activity inhibition; 1.7% of 360,000 active; inhibition, % at 20 µM; AID 588405; HeLa PEG-Prom luciferase reporter, luminescence, overnight;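 active means inhibition of at least 50% at 20 µM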
CF NFkB block = cystic fibrosis NF-kB activation inhibition; KKLEB NF-kB-GFP reporter, PAF-induced, GFP fluorescence overnight; 0.86% of 360,000 active; AID 588850; inhibition, % at 5 µM;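 active means at least 50% inhibition at 5 µM, scaled per plate between neutral and stimulator controls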;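 further: PAF is a Pseudomonas aeruginosa culture filtrate used as stimulus; plate controls were PAF-stimulated DMSO wells for no effect and unstimulated DMSO wells for full effect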
TRPM1 prom inh = reduces MITF-dependent TRPM1 promoter luciferase signal | SK-MEL-5 TRPM1 promoter luciferase, 24 h | inhibition, % at 12.5 µM | 0.83% of 330,000 active;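 active means mean inhibition across replicates of 60% or more, whatever share of single replicates reaches that level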; further: values of inactives mirror those of a sister screen read the other way
HIF-2a block = blocks HIF-2a reporter activity; 786-0 RCC cells HIF-2a reporter, luciferase luminescence, overnight; inhibition, % at 18.8 µM; 0.72% of 360,000 active; AID 624352;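 active means inhibition of the luminescence signal of 40% or more relative to plate controls, in a single-dose primary screen at 18.75 µM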
Numbers without * were called inactive; . = not tested or not shown.

structure,iPSC survival up,aDG glyco up,TWEAK-Fn14 inh,Shn3 3UTR inh,NR2E3 ag-1,KKLEB tox,NR2E3 ag-2,Peg3 prom inh,CF NFkB block,TRPM1 prom inh,HIF-2a block
CCOP(=O)(OCC)c1nc(-c2ccccc2)oc1N1CCCCC1,-0.3,0.0,10,-1,-1,4,-21,5,-1,8,3
O=C(Nc1cccc(C(=O)O)c1)Nc1ccccc1Cl,1.7,-0.1,-13,10,0,-6,-130,-9,2,47,40*
O=C(/C=C/N1CCOCC1)c1coc2ccccc12,-0.3,-0.2,21,-30,-2,-1,-32,-149,5,-19,-131
CCOc1ccc(S(=O)(=O)Nc2cc(C)ccn2)c2ccccc12,0.4,3.2,24,47,0,16,-10,18,-16,8,9
CCc1ccc(-c2cc3c(=O)n(CC(=O)NCCCN4CCN(C)CC4)ncn3n2)cc1,-0.5,0.1,-4,-34,2,-24,-82,-149,14,-38,-92
COc1ccc(NC(=O)OCC(C)C)cc1OC,-1.9,-0.1,-1,1,-1,8,-12,-59,-6,-12,-125
O=C(COc1ccc(Cl)cc1Cl)NCCSc1ccc(Cl)cc1,-2.5,-0.1,-2,-3,-3,-2,-11,5,-12,5,12
Cc1ccc(/C=C/C(=O)NCCc2c[nH]c3ccccc23)o1,-0.2,0.1,-6,6,-4,8,-1,-22,6,-1,-24
CCOC(=O)[C@H]1[C@H]2COc3ccc(OC)cc3[C@H]2N2C(=O)CN(Cc3ccccc3)C(=O)[C@@]12C,1.7,-0.4,6,-6,.,2,12,12,-1,0,-16
Cc1ccc(C2(C)NC(=O)N(CC(=O)Nc3cc(C)on3)C2=O)cc1 (stereo not given),-0.2,0.2,5,-17,0,9,-11,8,0,4,8
CCC(=O)Nc1cc(C(=O)NCC2CCCN2CC)c(OC)cc1N(C)C (stereo not given),6.8,0.0,1,-2,2,-5,-12,6,-4,3,7
COc1cc(C(=O)NC2CCCCC2)ccc1OC1CCN(C(C)=O)CC1,-0.3,-0.1,0,7,-1,4,1,4,-6,6,7
Cc1ccc(N2C(=O)c3ccccc3C2C(=O)c2cc(C)ccc2O)cc1 (stereo not given),-1.3,0.8,-5,-3,4,-1,-31,-93,10,-31,-153
O=C(N=C1SCC(=O)N1c1ccccc1Cl)c1ccccc1,1.1,-0.2,-42,-61,.,6,-103,-247,4,-40,-163
O=C(CSc1nnc(Cc2ccccc2)o1)c1cc(F)ccc1F,1.1,0.1,11,1,8,-2,1,-20,23,7,-25
O=S(=O)(Nc1ccccn1)c1cccc(S(=O)(=O)c2ccc(Br)cc2)c1,-1.3,0.0,-14,14,-1,5,19,11,17,-15,10
COc1cc(CN2CCC(C(=O)NC(c3ccc(F)cc3)c3ccc4ccccc4n3)CC2)cc(OC)c1 (stereo not given),-1.7,3.2,-4,-9,.,8,25,17,-11,.,-44
COC(=O)C1=C(C)Nc2ncnn2C1c1cccnc1 (stereo not given),-2.6,-0.2,1,-13,-4,8,7,12,-4,1,10
COc1ccc(Cl)cc1C(=O)Nc1ccncc1,-0.2,-0.1,29,3,-1,-8,11,8,3,-8,-44
COc1ccc(CN2C(=O)CSCC2=O)cc1OC,-0.6,-0.2,0,-3,-1,-4,-11,12,-4,21,13

Next part
structure,iPSC survival up,aDG glyco up,TWEAK-Fn14 inh,Shn3 3UTR inh,NR2E3 ag-1,KKLEB tox,NR2E3 ag-2,Peg3 prom inh,CF NFkB block,TRPM1 prom inh,HIF-2a block
O=C(c1ccccc1)c1ccc(OCC(O)CNCc2ccc(F)cc2)cc1 (stereo not given),-0.6,0.1,-4,1,.,-6,5,-9,9,4,9
NS(=O)(=O)c1ccc(CCNC(=O)CNC(=O)Cc2ccccc2)cc1,0.3,0.0,18,21,1,-7,0,2,4,8,9
Nc1ccc(C(=O)N/N=C/c2cn(Cc3ccc(F)cc3)c3ccccc23)cc1,0.7,-0.1,5,-1,.,13,-25,4,-13,-14,0
CC1SCC(NC(=O)c2ccc(Cl)cc2)CS1 (stereo not given),-0.1,0.0,-16,-32,7,-6,-8,-92,-9,-22,-92
O=c1c2ccccc2c(C=Nc2ccc(Cl)cn2)c(O)n1-c1cc(Cl)ccc1N1CCOCC1,-4.1,-0.2,-11,3,2,-12,5,14,18,12,1
CCC(=O)N1CCN(c2ccc(NC(=O)c3ccc([N+](=O)[O-])o3)cc2Cl)CC1,1.4,-0.2,17,96*,.,-58*,38,114*,86*,87*,94*
Cc1cccc(NC(=O)CSc2ccc(-c3cccnc3)nn2)c1,-0.4,0.3,-6,2,1,-6,6,18,22,-5,8
COCc1[nH][nH]c(=O)c1C=Nc1ccc(C(F)(F)F)cc1,0.3,0.0,-7,-12,3,12,-18,-2,-31,8,15
CC(=O)Nc1cccc(-c2ccnc3c2CC(C)(C(=O)NCC2CC2)O3)c1 (stereo not given),-0.6,-0.1,-7,-7,.,-7,-17,23,0,.,7
CN(C)C(=O)Nc1ccccc1CC[N+](=O)[O-],5.2,-0.2,31,-3,0,2,0,6,1,0,15
C#CCOCCOCCOCCNc1nc(N2CCN(C(=O)[C@H]([C@@H](C)CC)n3cc(CCCCN)nn3)CC2)nc(N2CCN(C(=O)[C@H]([C@@H](C)CC)n3cc(CCCN=C(N)N)nn3)CC2)n1,2.4,-0.1,5,1,2,8,-20,-4,23,-3,1
CCc1ccc2nc(Nc3ccc(OC)cc3OC)c(C#N)cc2c1,-0.1,-0.4,-2,-16,4,-8,1,-33,4,-8,-94
CC12CCC(=O)N1C(C(=O)Nc1nc(-c3ccccc3)cs1)CS2 (stereo not given),-0.5,0.2,-16,-18,2,6,-17,-46,-13,-18,-93
CCOc1ccc(Cn2ccnc2)cc1[N+](=O)[O-],-1.5,-0.1,-5,8,-1,2,-13,12,10,13,12
O=C(COC(=O)c1cc(S(=O)(=O)N2CCOCC2)ccc1F)Nc1cc([N+](=O)[O-])ccc1F,-0.8,0.1,3,-24,.,14,7,4,1,8,8
Cc1cccc(NC(=O)CSCC(=O)N2CCN(C(=O)c3ccco3)CC2)c1,0.2,-0.1,2,-4,0,3,-19,-13,5,3,12
COc1ccc(C/C(C)=N\NC(=O)c2c[nH]c3ccccc23)cc1OC,-0.2,0.1,16,-11,-1,-14,-5,7,7,1,-16
COc1ccc(C(=O)Nc2nnc(-c3ccccc3)s2)cc1,1.2,-0.2,-50,-116,.,-1,-8,29,3,-24,-134
COc1ccc(C2/C(=C(\O)c3ccc4c(c3)OCCO4)C(=O)C(=O)N2Cc2ccco2)c(OC)c1 (stereo not given),-0.1,0.4,4,7,11,0,-13,5,6,3,-9
N#CC1=C(N)NC(=S)C(C(N)=O)C1c1ccc([N+](=O)[O-])cc1 (stereo not given),-0.5,0.1,20,2,-1,4,-11,-6,-8,12,15

Other results follow.
structure,iPSC survival up,aDG glyco up,TWEAK-Fn14 inh,Shn3 3UTR inh,NR2E3 ag-1,KKLEB tox,NR2E3 ag-2,Peg3 prom inh,CF NFkB block,TRPM1 prom inh,HIF-2a block
CC(c1ccccc1)N1C(=O)C2C3C=CC(C4CC34)C2C1=O (stereo not given),-0.2,0.2,6,-5,2,-20,-23,17,2,10,16
Cc1csc(NC(=O)C2CCCN(S(=O)(=O)c3cnc[nH]3)C2)n1 (stereo not given),-3.5,0.2,14,-16,-1,0,10,11,0,-7,6
CC(C)C(NC(=O)CNC(=O)OC(C)(C)C)C(=O)NCc1ccccc1 (stereo not given),-0.7,0.1,-7,-2,-3,3,-12,-11,17,-2,-17
O=C(NCc1ccc(Cl)nc1)c1csc(COCCO)n1,-0.6,0.0,3,-4,.,-16,7,7,6,.,-6
COc1ccc(NC(=S)N2CCC(NC(=O)c3ccco3)CC2)cc1,0.7,-0.1,13,3,-2,9,-21,15,-14,9,9
Cc1nc(Cl)c(N=Cc2cccc([N+](=O)[O-])c2)c(Cl)n1,-0.2,-0.1,9,-4,1,6,-23,1,7,6,5
CCCCN(C(=O)CSc1nnc(-c2ccc(OC)cc2)n1CC)c1c(N)n(Cc2ccccc2)c(=O)[nH]c1=O,-2.1,0.1,10,20,-1,-6,-2,6,9,-1,1
CC(=O)Nc1ccc(S(=O)(=O)N(Cc2cccnc2)Cc2cc3ccccc3[nH]c2=O)cc1,0.7,-0.4,6,-5,-2,-24,2,56*,81*,4,-13
COc1ccc(NS(=O)(=O)c2ccc(NS(=O)(=O)c3cccs3)cc2)cc1,-0.2,-0.1,-5,2,4,1,-2,3,-16,-7,13
C/C(=N\Nc1nnc2c3ccccc3n(C)c2n1)c1ccc(C)o1,-0.3,-0.3,-9,-15,0,-4,-48,-16,-7,-8,-78
CCN(CC(=O)Nc1ccc(C(C)=O)cc1)CC(=O)Nc1ccc2c(c1)OCCO2,4.7,0.4,-29,4,.,11,-24,3,-35,-3,7
CC(NC(=O)c1cccs1)c1ccc2c(c1)OCO2 (stereo not given),1.1,-0.2,-7,11,-3,6,-31,7,-8,12,-8
CC1CCCC(C)N1NC(=O)Cc1ccccc1 (stereo not given),0.8,-0.2,-7,-10,3,15,-4,-7,-12,5,6
Cn1cc(S(=O)(=O)NC2CCCCCC2)c(=O)n(C)c1=O,-0.4,-0.3,-11,-80,-3,6,-31,0,-8,-19,9
COc1ccc(C(=O)NC(=S)NNC(=O)c2ccc(NC(C)=O)cc2)cc1Br,-0.5,0.0,-10,5,1,-8,-10,0,9,5,9
CCN(CC)S(=O)(=O)c1ccc(C(=O)NNc2nc(-c3ccccc3)c3cc(Br)ccc3n2)cc1,-0.1,0.2,31,27,4,-46,18,15,25,15,23
COc1ccccc1Cc1c(-c2ccc(OC)c(OC)c2)nc2ccc(Br)cn12,-2.1,1.3,-11,23,.,-7,-14,-7,36,.,-46
CCN(CC)S(=O)(=O)c1ccc(C(=O)N2CCN=C2SC)cc1,1.3,0.1,-6,6,0,3,-14,2,-8,-1,-8
Cc1ccc(C(=O)NCCNC(=O)c2cnccn2)cc1,0.1,0.1,-2,1,-2,-1,5,-11,4,1,12
CC(Oc1cc2oc(=O)c3c(c2cc1Cl)CCC3)C(=O)NCc1cccnc1 (stereo not given),0.0,0.1,-16,-7,-3,10,-2,17,-19,-3,1
O=C(Nc1ccccc1Cl)N1CCN(c2ccc3nnc(-c4ccc(F)cc4)n3n2)CC1,-3.2,1.2,-20,-28,5,-4,-3,32,-31,10,-9

3 compounds already listed, ordered by count of non-hydrogen atoms, largest number first.
structure,iPSC survival up,aDG glyco up,TWEAK-Fn14 inh,Shn3 3UTR inh,NR2E3 ag-1,KKLEB tox,NR2E3 ag-2,Peg3 prom inh,CF NFkB block,TRPM1 prom inh,HIF-2a block
COc1ccc(C(=O)NC(=S)NNC(=O)c2ccc(NC(C)=O)cc2)cc1Br,-0.5,0.0,-10,5,1,-8,-10,0,9,5,9
COc1ccc(NC(=S)N2CCC(NC(=O)c3ccco3)CC2)cc1,0.7,-0.1,13,3,-2,9,-21,15,-14,9,9
CCN(CC)S(=O)(=O)c1ccc(C(=O)N2CCN=C2SC)cc1,1.3,0.1,-6,6,0,3,-14,2,-8,-1,-8

Assay outcomes as filed in PubChem.
